Source: PubChem (several laboratories)
Diaphorase inh: counter-screen for diaphorase-based assays: diaphorase inhibitors and chemical oxidizers | diaphorase resazurin-to-resorufin fluorescence, NADH, 16 min; bacterial (C. kluyveri) enzyme, not human | inhibition, % at 20 µM | 190,000 tested, 0.69% active | AID 1217;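 active = primary screen inhibition at 20 µM above a set limit, cut at about 50% in these data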;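 note: plate controls were DMSO with full reaction for no effect and wells lacking NADH for full effect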
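Assay system – diaphorase enzyme from Clostridium kluyveri · Amount – diaphorase 0.14 U/mL (working solution) · Times – reaction incubation of 16 min at room temperature · Controls – No-NADH positive control and DMSO neutral control · Signal – resorufin fluorescence 544/590 nm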
bIAP inhibitor: intestinal alkaline phosphatase (bovine) inhibition | purified bovine IAP, CDP-star luminescence, 30 min | inhibition, % at 20 µM | 190,000 tested, under 10 active | AID 1019;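 active = over 50% inhibition of intestinal alkaline phosphatase at 20 µM in the single-dose screen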
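System: purified bovine intestinal alkaline phosphatase (IAP) enzyme; Input: IAP diluted 1/65,000,000 in the well; Measured by: CDP-star luminescence signal; Compound dosing: 20 µM single dose; Incubation: 30 min reaction at room temperature.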
PMI act satM6P: PMI (human) activation, high substrate. 190,000 tested, 0.34% active. coupled PMI enzyme assay, resazurin fluorescence, 20 min; stronger effect = higher value; 1 = untreated enzyme, 0 = substrate-free blank. activation factor at 20 µM. P34949. AID 1216;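 active = activation factor of 2 or more at 20 µM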
Target sequence (P34949 whole entry, looked up): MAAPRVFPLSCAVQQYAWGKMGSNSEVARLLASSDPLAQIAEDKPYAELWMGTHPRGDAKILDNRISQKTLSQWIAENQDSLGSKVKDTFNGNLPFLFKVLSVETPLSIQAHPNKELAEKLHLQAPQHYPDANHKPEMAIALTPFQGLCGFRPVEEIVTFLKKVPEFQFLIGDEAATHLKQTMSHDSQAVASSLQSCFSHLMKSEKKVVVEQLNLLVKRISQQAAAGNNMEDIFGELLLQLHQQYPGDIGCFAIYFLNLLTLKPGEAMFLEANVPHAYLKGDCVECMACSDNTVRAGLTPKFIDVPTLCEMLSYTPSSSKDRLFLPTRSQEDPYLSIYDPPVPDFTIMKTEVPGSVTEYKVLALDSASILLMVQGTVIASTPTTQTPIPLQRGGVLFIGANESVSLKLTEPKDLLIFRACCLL
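assay system = human phosphomannose isomerase with PGI, G6PDH, diaphorase coupling enzymes | quantity = 15 ng/mL PMI | incubation = enzyme reaction with compound 20 min at room temperature | medium = HEPES pH 7.4 buffer with MgCl2 and Tween-20 | compound dosing = one concentration, 20 µM, in 1% DMSO | measured by = Diaphorase-driven resazurin-to-resorufin fluorescence, excitation 544, emission 590 nm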
TNAP inh hi DEA: blocks human TNAP under high phosphate acceptor concentration | purified TNAP, CDP-star luminescence, 1 M DEA | inhibition, % at 20 µM | 200,000 tested, 0.03% active;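 active = over 50% inhibition of tissue-nonspecific alkaline phosphatase at 20 µM in the single-dose screen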;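 note: plate controls were DMSO wells for no effect and EDTA-quenched wells as full inhibition for full effect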
Target sequence (P05186 whole entry, looked up): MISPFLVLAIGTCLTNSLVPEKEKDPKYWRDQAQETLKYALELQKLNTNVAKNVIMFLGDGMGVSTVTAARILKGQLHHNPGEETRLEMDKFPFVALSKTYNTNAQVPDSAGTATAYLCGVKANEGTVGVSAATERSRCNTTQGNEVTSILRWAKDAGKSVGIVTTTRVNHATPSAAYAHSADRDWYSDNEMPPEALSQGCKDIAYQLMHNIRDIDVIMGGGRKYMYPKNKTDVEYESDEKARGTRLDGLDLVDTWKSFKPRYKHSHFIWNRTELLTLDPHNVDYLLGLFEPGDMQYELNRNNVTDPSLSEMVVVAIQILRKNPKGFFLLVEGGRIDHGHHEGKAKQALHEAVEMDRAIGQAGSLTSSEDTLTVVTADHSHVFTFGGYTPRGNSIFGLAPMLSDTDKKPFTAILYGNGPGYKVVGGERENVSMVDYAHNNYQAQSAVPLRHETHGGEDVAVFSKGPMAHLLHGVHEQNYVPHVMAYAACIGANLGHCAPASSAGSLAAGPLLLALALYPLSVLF
PMI activator: phosphomannose isomerase (human) activation. P34949. activation factor at 20 µM. purified human PMI, coupled resazurin fluorescence, 20 min; stronger effect = higher value; 1 = vehicle control, 0 substrate-free wells. 190,000 tested, 0.005% active;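 active = activation factor of 2 or more at 20 µM, relative to plate controls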
L major viab: inhibitors of Leishmania major promastigote growth; Leishmania major promastigotes, resazurin fluorescence viability; inhibition, % at 10 µM; 200,000 tested, 9% active; AID 1063; in the data active = inhibition above about 50%;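 note: promastigotes grown with compound for 44 hours at 28 °C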
Diaph act CS: counter-screen for diaphorase-based assays: diaphorase activators and chemical reducers; Diaphorase/resazurin coupled assay, resorufin fluorescence, 16 min; stronger effect = higher value; 1 = vehicle wells, 0 = NADH-free wells; activation factor at 20 µM; 190,000 tested, 0.005% active;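 active = diaphorase activity raised at least twofold by the compound at 20 µM; inactive = activation factor below 2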
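Material: Purified diaphorase enzyme from Clostridium kluyveri | Buffer or medium: 50 mM HEPES pH 7.4 with 4.542 mM MgCl2, 0.005% Tween 20 | Times: 16 min enzyme reaction, ambient temperature | Signal: Red resorufin fluorescence at 544/590 nm excitation/emission | Measure: Increased resorufin signal from activators or reducing compounds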
TNAP act hi DEA: activators of human TNAP at high phosphate acceptor concentration; P05186; purified TNAP, CDP-star luminescence, 1 M DEA, 30 min; stronger effect = higher value; 0 = EDTA background, 1 = DMSO-only activity; activation factor at 20 µM; 200,000 tested, under 10 active; AID 1136;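 active = activation factor at least 2 at 20 µM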
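Test system – human TNAP · Doses – 20 µM single point · Incubation – 30 min, room temperature · Signal – luminescent substrate turnover signal · Read-out basis – activation factor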
TNAP inh noacc: TNAP (human) inhibition, acceptor-free conditions; P05186; purified TNAP, CDP-star luminescence, 30 min; inhibition, % at 20 µM; 200,000 tested, 0.26% active;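 active = tissue-nonspecific alkaline phosphatase inhibition above about 50% at 20 µM in the single-dose screen, limit read from the data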;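 note: 0% = DMSO negative control and 100% = EDTA positive control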
bIAP activator: increases bovine intestinal alkaline phosphatase activity; activation factor at 20 µM; purified bovine IAP, CDP-star luminescence, 30 min; stronger effect = higher value; fold of DMSO-control signal, blank-subtracted; 200,000 tested, 0.17% active;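 active = activation factor of 2 or more at 20 µM, a signal rise over negative controls twice the positive control's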
An asterisk follows results filed as active. The order is random. About 10% of those tested had a hit in this group.

SMILES	Diaphorase inh	bIAP inhibitor	PMI act satM6P	TNAP inh hi DEA	PMI activator	L major viab	Diaph act CS	TNAP act hi DEA	TNAP inh noacc	bIAP activator
CCOC(=O)C(NC(=O)CC)(Nc1ccc(S(=O)(=O)Nc2cc(C)on2)cc1)C(F)(F)F (stereo unspecified)	19.1	4.6	0.9	0.1	0.9	-3.0	0.8	1	-7.4	1
Cc1ccc(NC(=O)CC2SC(=O)NC2=O)cc1 (stereo unspecified)	10.2	-3.5	1	-4.7	1	39.4	0.9	1	-4.5	1
CC1(C)CC(NC(=O)CCc2nnc(CCCCc3ccccc3)o2)CCO1 (stereo unspecified)	-5.2	-4.4	1	-1.0	1	-6.5	1.1	1	-6.1	1
CCc1ccccc1N(CC(=O)N1CCN(c2ccccc2F)CC1)S(C)(=O)=O	4.4	5.0	1	1.6	1	7.8	1	1	-5.5	0.9
COc1ccc(C(=O)COC(=O)C2CCCN2C(=O)C23CC4CC(CC(C4)C2)C3)cc1 (stereo unspecified)	8.2	-2.2	1	-2.2	0.8	55.2*	0.9	1	13.9	1
CCOC(=O)N1CCN(C(=O)c2cccc(-n3c(=S)[nH]c4cc(Cl)ccc4c3=O)c2)CC1	33.9	1.3	1	-2.9	1	-4.2	0.7	1	-4.9	1
CCCCn1ccnc1C(=O)c1cc(S(=O)(=O)N2CCOCC2)ccc1C	9.1	1.3	1	-5.3	1	4.7	0.9	1.1	-21.3	1
CC(C)(C)c1ccc(-c2n[nH]c(=S)n2CCCN2CCOCC2)cc1	14.3	-22.8	0.9	-1.2	0.9	11.8	0.9	1	-3.6	1.2
O=C(c1ccccc1)c1ccc(OCCOCCN2CCN(Cc3ccccc3)CC2)cc1	18.6	-17.6	1.1	-1.7	0.9	56.1*	0.8	1	-4.9	1.2
COc1ccc2[nH]c3c(NCCCN4CCCC4=O)ncnc3c2c1	4.3	0.0	0.9	-2.8	1	13.9	1	1	-9.2	1
COc1cc(CNCCc2ccccc2)ccc1OCc1ccc(Cl)nc1	7.2	-8.3	1	-1.8	0.9	100.5*	0.9	1	-11.2	1.1
CC(=NCCN1CCNCC1)C1=C(O)CC(C)(C)CC1=O	5.5	6.0	0.9	-1.3	1	-5.6	0.9	1	-5.6	0.9
Cc1cc(C)c(C#N)c(SCC(=O)NN2CC(=O)N(c3ccccc3F)CC2=O)n1	-7.6	4.7	1.1	-7.0	1.1	-0.7	1.1	1.1	-6.4	1
CC(=O)Nc1ccc(SCC(=O)Nc2ccccc2Oc2ccccc2)cc1	15.1	11.5	1	3.5	0.8	4.2	0.8	1	-8.5	0.9
CC(C)(C)NC(=O)CCC1COc2ccccc2O1 (stereo unspecified)	10.1	11.9	1	-0.4	1	-4.1	0.9	1	-15.2	0.9
CCC(CC)COC(=O)C(C#N)c1nc2ccccc2nc1N1CCOCC1 (stereo unspecified)	13.9	10.5	0.9	7.0	0.9	23.4	0.9	0.9	2.0	0.9
COc1ccc(C(=O)N2CCC(C(=O)Nc3ccccc3OC)CC2)cc1	9.7	2.5	0.9	-3.1	1	-6.4	0.9	1	-0.1	1
CC(C)(C)Cc1nc(-c2ccc(Cl)cc2)no1	14.6	9.7	1	-2.7	1	2.2	0.9	1	-8.9	0.9
CCCc1ccc2c(N)c(C#N)sc2n1	27.3	34.9	0.9	-6.6	0.9	2.8	0.7	1.1	-10.3	0.7
CC1=C(C(=O)OCc2ccc3c(c2)OCO3)C(c2ccccc2)NC(=O)N1 (stereo unspecified)	27.9	16.8	0.9	-3.7	0.9	18.7	0.7	1	-1.5	0.8
NC1=NC(c2cn[nH]c2-c2cccc(F)c2)n2c(nc3ccccc32)N1 (stereo unspecified)	-0.1	-38.9	1	-3.2	1	-3.2	1	1	-15.4	1.4
COc1ccc(CN2CC(C(=O)NCCN3CCOCC3)CC2=O)cc1 (stereo unspecified)	5.3	1.8	0.9	2.9	0.9	-2.5	0.9	1	-6.9	1
CCN(c1ccc(NC(=O)COC(=O)CCc2nc3ccccc3n2-c2ccccc2)cc1)C(C)C	25.3	9.6	0.9	-2.8	0.8	0.2	0.7	1	-5.6	0.9
CCOC(=O)CSC1=C(C#N)C(c2ccc(F)cc2)C(C(C)=O)=C(C)N1 (stereo unspecified)	-5.7	3.8	0.9	-7.8	1.1	-6.9	1.1	1.1	-7.9	1
Cc1cc(=O)oc2cc(OC(C)C)ccc12	11.4	15.4	1	-7.7	1.1	-9.6	0.9	1.1	-13.8	0.8
COc1ccc(CC(=O)Nc2cccc(-c3cn4ccccc4n3)c2)cc1	14.1	3.2	0.9	-4.2	0.8	3.4	0.9	1	-21.7	1
Cc1ccc(S(=O)(=O)N2CCN(S(=O)(=O)N(C)C)CC2)cc1	11.9	6.9	0.9	0.2	0.9	-2.4	0.9	1	-6.6	0.9
O=C(N/N=C/c1ccccc1OC(F)F)C1=COCCO1	2.8	-8.5	1	-4.6	1	-5.8	1	1	-7.6	1.1
C[C@H](NC(=O)c1ccco1)C(=O)Nc1ccc(S(=O)(=O)N2CCCC2)cc1	4.2	10.2	1	-7.9	1	-3.8	1	1.1	-16.3	0.9
Clc1cccc(Cl)c1Cn1cc(Br)cn1	15.5	16.3	0.9	-7.0	0.9	-2.5	0.8	1.1	-18.1	0.8
COc1cc(/C=N/NC(=O)CC#N)cc(Br)c1O	3.1	-13.8	0.9	0.1	0.9	4.3	1	1	-13.3	1.1
COc1ccc(/C=c2\sc3nc(-c4ccccc4)c(-c4ccccc4)n3c2=O)cc1OC	30.1	9.1	0.7	-2.0	0.8	0.8	0.7	1	0.3	0.9
Cc1ccc(C(=O)O/N=C(\N)c2nonc2N)cc1	6.9	9.3	1	0.6	1	-3.1	0.9	1	-15.5	0.9
Cc1cc(C)nc(NC(=O)Nc2ccc3c(c2)OCO3)c1	5.3	5.0	0.8	-2.2	1	2.4	0.9	1	-6.1	0.9
CN(C(=O)COC(=O)c1ccc(Cl)cc1N)C1CCCCC1	10.8	-4.8	1	-4.5	1	-7.3	0.9	1	3.0	1
COc1ccc(C(c2nnnn2Cc2ccccc2)N2CCN(C(=O)c3ccco3)CC2)cc1 (stereo unspecified)	8.8	-7.8	1	-6.4	1	57.7*	0.9	1.1	-12.6	1.1

In a second layout: entries from further up.
molecule | Diaphorase inh | bIAP inhibitor | PMI act satM6P | TNAP inh hi DEA | PMI activator | L major viab | Diaph act CS | TNAP act hi DEA | TNAP inh noacc | bIAP activator
Cc1cc(=O)oc2cc(OC(C)C)ccc12 | 11.4 | 15.4 | 1 | -7.7 | 1.1 | -9.6 | 0.9 | 1.1 | -13.8 | 0.8
COc1ccc(CC(=O)Nc2cccc(-c3cn4ccccc4n3)c2)cc1 | 14.1 | 3.2 | 0.9 | -4.2 | 0.8 | 3.4 | 0.9 | 1 | -21.7 | 1
Cc1ccc(S(=O)(=O)N2CCN(S(=O)(=O)N(C)C)CC2)cc1 | 11.9 | 6.9 | 0.9 | 0.2 | 0.9 | -2.4 | 0.9 | 1 | -6.6 | 0.9
O=C(N/N=C/c1ccccc1OC(F)F)C1=COCCO1 | 2.8 | -8.5 | 1 | -4.6 | 1 | -5.8 | 1 | 1 | -7.6 | 1.1
C[C@H](NC(=O)c1ccco1)C(=O)Nc1ccc(S(=O)(=O)N2CCCC2)cc1 | 4.2 | 10.2 | 1 | -7.9 | 1 | -3.8 | 1 | 1.1 | -16.3 | 0.9
Clc1cccc(Cl)c1Cn1cc(Br)cn1 | 15.5 | 16.3 | 0.9 | -7.0 | 0.9 | -2.5 | 0.8 | 1.1 | -18.1 | 0.8
COc1cc(/C=N/NC(=O)CC#N)cc(Br)c1O | 3.1 | -13.8 | 0.9 | 0.1 | 0.9 | 4.3 | 1 | 1 | -13.3 | 1.1
COc1ccc(/C=c2\sc3nc(-c4ccccc4)c(-c4ccccc4)n3c2=O)cc1OC | 30.1 | 9.1 | 0.7 | -2.0 | 0.8 | 0.8 | 0.7 | 1 | 0.3 | 0.9

The list continues:
SMILES	Diaphorase inh	bIAP inhibitor	PMI act satM6P	TNAP inh hi DEA	PMI activator	L major viab	Diaph act CS	TNAP act hi DEA	TNAP inh noacc	bIAP activator
COc1ccc(CCNC(=O)C2CCN(S(=O)(=O)c3cccc4nsnc34)CC2)cc1OC	2.5	-3.7	1	-3.5	1	-1.0	1	1	-7.0	1
COc1ccc(S(=O)(=O)N2CCOCC2)cc1Cl	6.8	5.0	1.1	-3.7	1.1	7.0	0.9	1	-15.4	0.9
CC1=C(C(=O)OCc2ccccc2)C(c2ccccc2-c2ccccc2)NC(=O)N1CCCCCC(=O)O (stereo unspecified)	21.4	16.7	1.1	-5.4	1.1	-1.9	0.8	1.1	-11.6	0.8
CC(C)CC(OC(=O)c1cccs1)C(=O)NCC1CCCO1 (stereo unspecified)	23.9	7.0	0.9	-4.4	1	-2.8	0.8	1	-8.3	0.9
Cc1ccc(C(=O)N2CCN(c3cc4c(cc3[N+](=O)[O-])n(C)c(=O)n4C)CC2)cc1	11.4	11.9	1	-0.2	1	5.0	0.9	1	-11.7	0.9
C=CCOc1c(CNc2nccs2)cccc1OCC	17.8	17.3	0.8	-3.5	0.8	3.6	0.8	1	-12.8	0.8
O=C1Nc2cc(Cl)c(Cl)cc2N(O)N1c1cc(Cl)cc(Cl)c1	20.1	8.5	1	-8.0	0.9	-16.9	0.8	1.1	-10.9	0.9
CCNC(=S)N/N=C(\C)c1cccc(C(F)(F)F)c1	11.2	7.1	0.9	-0.2	1	37.2	0.9	1	-16.1	0.9
Cc1ccc(C)c(S(=O)(=O)Nc2cc(SCC(=O)O)c(O)c3ccccc23)c1	32.0	-34.7	0.8	9.9	0.9	99.7*	0.7	0.9	29.1	1.3
CCN(CC)CCCNS(=O)(=O)c1ccc(OC)cc1	5.5	4.4	1	-3.9	1	15.7	0.9	1	-6.2	1
Cc1ccccc1-c1nnn(CC(=O)c2ccc(S(=O)(=O)N3CCCC3)cc2)n1	28.6	10.5	0.9	-7.0	0.9	38.5	0.7	1.1	0.7	0.9
Cc1cc(N2CCCC2=O)cc(C)c1CN1C(=O)c2ccccc2C1=O	13.6	20.2	0.9	-3.6	0.9	-0.4	0.9	1	-7.5	0.8
Cc1cccc(N(C)C(=O)COc2cc(=O)n(C)c3ccccc23)c1	9.0	-3.3	1	-1.5	1	-2.3	0.9	1	-22.3	1
